# Bioassay records: PubChem BioAssay, National Center for Advancing Translational Sciences (NCATS)
# KDM5B inh: inhibitors of human KDM5B histone demethylase. Q9UGL1. KDM5B demethylase, FDH-coupled NADH fluorescence (FDH is formaldehyde dehydrogenase). Potency, µM (highest dose often 57.7 µM), for inactives: at the highest dose activity change, negative = inhibition, usual class: inhibitors. 220,000 tested, 2.6% active. AID 1347165; active = well fitted inhibition curve with a large enough effect; inconclusive = small, poorly fitted or top-dose-only effect; inactive = no such curve, though single readings can be large or run the other way; also: 0% is about no effect; nearly all actives have a fitted effect of over 70% in size
#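 Measured: NADH fluorescence change, 30 min, RT. System: KDM5BΔAP 200 nM final, H3K4me3 peptide, α-KG, Fe(II), ascorbate, NAD⁺ plus FDH, pH 7.5 HEPES. Compounds: titrated, 10 min pre-incubation with enzyme.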
# Starred values were filed as active, the others as inactive; ? = inconclusive; & = joins results of further samples; [ ] = another dose, or the depositor's remark. Potency is read from the fitted curve at half-maximal effect. Not all compounds are listed; count on the stated rates, not on these rows.
KDM5B inh,compound
0%,CC(=O)Nc1cccc(NC(=O)C2CC(=O)N(c3n[nH]c4ccccc34)C2)c1 (stereo not drawn)
-24%,COc1ccc(C)cc1NC(=O)COc1ccc(C(=O)Nn2c(C)ccc2C)cc1
-8%&16%,Cc1ccc(NC(=O)C2CC(=O)Nc3nc(C)nn32)cc1 (stereo not drawn)
10%,CCC(C)(C(=O)NC1CCCCC1)N(C(=O)CNC(=O)c1ccccc1)c1ccccc1 (stereo not drawn)
?,COc1ccc(S(=O)(=O)Nc2cc(-c3cn4ccccc4n3)ccc2C)cc1
9%,CC(C)C(=O)Nc1ccccc1Cl
-13%,CN(Cc1cccc(C(F)(F)F)c1)C(=O)Nc1ccc(Cl)cc1
12%,COc1ccc(-c2cc(N3CCN(C(=O)c4ccc(Cl)cc4OC)CC3)n[nH]2)cc1
0%,CCCn1c(C)cnc1CC1CCN(C(=O)c2cnc(C)cn2)CC1
-15%,COc1cc(C(=O)Nc2cccc(OCc3cc(=O)n4cc(C)sc4n3)c2)cc(OC)c1OC
-1%,Cc1ccc(S(=O)(=O)N2CCC(C(=O)NCCN3CCOCC3)CC2)cc1C
-3%,O=C(NCc1ccc(F)cc1)c1nc(Cc2c[nH]c3ccccc23)no1
-27%,CCOC(=O)c1ccccc1NC(=O)CCOc1ccccc1
25%,OC[C@H]1OC(Nc2ccc(N=Nc3ccccc3)cc2)[C@@H](O)[C@@H](O)[C@@H]1O (stereo partly drawn)
-15%,O=C(NCc1ccccc1)N1CCC(O)(c2csc(CN3CCc4ccccc4C3)n2)CC1
?,CCCn1c(=N)c(C(=O)NCC2CCCO2)cc2c(=O)n3cc(C)ccc3nc21 (stereo not drawn)
17%,CCCc1cc(N2CCN(c3cc(Cl)ccc3C)CC2)n2cnnc2n1
8%,Cc1ccc(NC(=O)CSc2nc3c(=O)[nH]cnc3n2CC2CCCO2)c(Cl)c1 (stereo not drawn)
?,CCc1ccc(C2=CC(c3cccc(Br)c3)n3nnnc3N2)cc1 (stereo not drawn)
5%,S=c1cc[nH]c(=S)[nH]1
-13%,CCCNC(=O)N1CCC(c2nc(CCOCC3CCOCC3)no2)C1 (stereo not drawn)
?,Oc1c(Cl)cc(Cl)c(Cl)c1Sc1c(O)c(Cl)cc(Cl)c1Cl
2%,Cc1c(Cl)cccc1-n1ncc(C(=O)N2CCOCC2)c1C1CCN(C(=O)OC(C)(C)C)CC1
8%,CCCc1cc(=O)[nH]c(-n2nc(C)cc2NC(=O)Cc2ccccc2)n1
-7%,COc1ccc(C(=O)Nc2cccc(C(=O)OCc3cc(=O)n4c5c(sc4n3)CCCC5)c2)cc1
?,C[S+](=O)([O-])N1CCC(Cn2ccc3c(N4CCOCC4)nc(-c4ccncc4)cc32)CC1
?,COc1ccc(CNC(=O)c2c(C)noc2-c2cccs2)cc1
6%,Cc1cc(C)c(C(=O)C(C)OC(=O)c2ccc(CO)cc2)cc1C (stereo not drawn)
13%,Nc1[nH]ncc1S(=O)(=O)c1ccccc1
9%,O=C1CCCC(=O)C1C(c1ccccc1)C1C(=O)CCCC1=O
245%[activator],O=C(Nc1ccc(=O)n2c1[C@@H]1C[C@@H](CN(S(=O)(=O)c3ccccc3)C1)C2)c1ccc2c(c1)OCO2
13%,CCC(=O)N(C1CCOCC1)C1CCN(S(=O)(=O)c2c(C)nn(C)c2C)CC1
-26%[149 µM],CC(=O)N1CCN(c2cc(Cl)ncn2)C(=O)C1
?,COC(=O)C(NC(=O)CCc1c(C)nc2cc(-c3cccc(F)c3)nn2c1C)C(C)C (stereo not drawn)
22%,Cc1ccc(OC(=O)c2ccc(-c3ccccc3)cc2)cc1
35µM*,Cc1cn2nc(C(=O)N3CCN(c4cccc(Cl)c4)CC3)cc2c(N2CCCC2)n1
-4%[86.2 µM],COc1ccccc1-c1nnc([C@H]2CCN(Cc3ccc(F)cc3)C2)o1
12%,CCc1ccc(OC(=O)c2cccnc2)cc1
32µM*,Fc1ccccc1-c1cnc2n[nH]c(-c3ccccc3)c2n1
?,COc1cc(NC(=O)c2cc(S(=O)(=O)N3CCCC3)c[nH]2)cc(OC)c1
19%,COc1ccc(-c2nnc(C(C)Sc3nnc(-c4cccs4)n3C3CC3)o2)cc1 (stereo not drawn)
-29%,N#Cc1cccc(C(=O)/C=C/c2ccsc2)c1
18%,O=C(C(c1ccccc1)N1CCN(S(=O)(=O)c2cccs2)CC1)N1CCCCC1 (stereo not drawn)
-12%,CCCCN(Cc1cc2ccccc2[nH]c1=O)C(=O)c1cccc(Cl)c1
18%,CN(C)/C(=N\O)c1c(Cl)cccc1Cl
32µM*,CC(=O)NCC(=O)NC1CC(C)(C)Cc2nc(N(C)Cc3ccccc3)ncc21 (stereo not drawn)
-1%,O=C(c1n[nH]c(=O)c2ccccc12)N1CCCCCC1c1nnc(-c2ccccc2)o1 (stereo not drawn)
-2%,O=C1c2cc(S(=O)(=O)N(CCO)CCO)ccc2-c2ccc(S(=O)(=O)N(CCO)CCO)cc21
-22%,CCOC(=O)Cn1c(=O)n(C2CCCCC2)c2nc(-c3ccc(CC)cc3)nc(C(N)=O)c21
-5%,O=C1CCCC2=C1C(c1ccc(Cl)cc1)n1nc(-c3cccnc3)nc1N2 (stereo not drawn)
-23%,CCOc1cc2c(cc1OCC)C(CC(=O)O)N(C(=O)Nc1ccccc1C(F)(F)F)CC2 (stereo not drawn)
3%,COc1ccc(S(=O)(=O)N2CCN(C(=O)N(C)C)C2C)cc1 (stereo not drawn)
-9%,CC1CCN(S(=O)(=O)c2ccc3c(c2)N(CC(=O)NC(C)C)C(=O)CS3)CC1
-9%,COc1ccccc1C(=O)Nc1c(C)nc(Nc2ccccc2)nc1Nc1ccccc1
-5%,CCOC(=O)COc1ccc2c(c1)O/C(=C\c1sccc1C)C2=O
-18%,COc1ccc(-c2noc(-c3cc(C4CC4)[nH]n3)n2)cc1OC
-22%,CN(C)CCN1CC2(CCCN(C(=O)CN(C)c3ccccc3)C2)CCC1=O (stereo not drawn)
-7%,CN(C)CC1(O)CCC2(CCN(C(=O)CC3CCCC3)CC2)CC1
21%,Cc1cccnc1N(Cc1cccs1)C(=O)Nc1cccc(Cl)c1
13%,CCOC(=O)c1ccc(NC(=O)c2sc3nc(-c4ccc(F)cc4)cn3c2C)cc1

# Molecules from the list above that have an NH in an aromatic ring (twelve):
KDM5B inh,compound
0%,CC(=O)Nc1cccc(NC(=O)C2CC(=O)N(c3n[nH]c4ccccc34)C2)c1 (stereo not drawn)
12%,COc1ccc(-c2cc(N3CCN(C(=O)c4ccc(Cl)cc4OC)CC3)n[nH]2)cc1
-3%,O=C(NCc1ccc(F)cc1)c1nc(Cc2c[nH]c3ccccc23)no1
8%,Cc1ccc(NC(=O)CSc2nc3c(=O)[nH]cnc3n2CC2CCCO2)c(Cl)c1 (stereo not drawn)
5%,S=c1cc[nH]c(=S)[nH]1
8%,CCCc1cc(=O)[nH]c(-n2nc(C)cc2NC(=O)Cc2ccccc2)n1
13%,Nc1[nH]ncc1S(=O)(=O)c1ccccc1
32µM*,Fc1ccccc1-c1cnc2n[nH]c(-c3ccccc3)c2n1
?,COc1cc(NC(=O)c2cc(S(=O)(=O)N3CCCC3)c[nH]2)cc(OC)c1
-12%,CCCCN(Cc1cc2ccccc2[nH]c1=O)C(=O)c1cccc(Cl)c1
-1%,O=C(c1n[nH]c(=O)c2ccccc12)N1CCCCCC1c1nnc(-c2ccccc2)o1 (stereo not drawn)
-18%,COc1ccc(-c2noc(-c3cc(C4CC4)[nH]n3)n2)cc1OC

# (further entries)
KDM5B inh,compound
35µM*,O=C(O)Cn1ccc2cc(OCCc3cccc(-c4cccnc4)c3)cnc21
26%,CN1CCCCCCN(C(=O)COc2ccc(F)cc2)[C@H]2CCC[C@H]2C1=O
9%[86.2 µM],Cc1nnc(-c2cc(-c3cccc(O)c3)ccn2)n1-c1ccccc1
35µM*,O=C(c1ccccc1Cl)N1CCc2c(nc3cc(-c4ccccc4)[nH]n3c2=O)C1
-22%[115 µM],O=C1Nc2ccccc2CNC12CCN(Cc1ccc(C(F)(F)F)cc1)CC2
-20%,CC1CCN(S(=O)(=O)c2cc3c4c(c2)CC(=O)N4CCC3)CC1
9%,COc1ccc(CNC(=O)N2CC(Oc3cccc(-c4nc(C)no4)c3)C2)cc1
20%,CCOC(=O)c1oc2ccccc2c1NC(=O)c1ccco1
8%,Cc1cccc(C)c1NC(=O)CNC(=O)CCc1ncc(-c2ccc(F)cc2F)o1
40µM*,CC(C)CNC(=O)Cc1c[nH]c2ncc(-c3cnn(C)c3)cc12
-39%,CN(Cc1ccccc1)c1oc(/C=C/c2ccccc2)nc1C#N
18%,O=C1/C(=C/c2ccc(Cl)c(Cl)c2)Cc2ccccc21
1%,COc1cc(C2C3=C(CCCC3=O)OC3=C2C(=O)CCC3)cc(Cl)c1OCC(=O)O
18%,Cc1nc(SCc2coc(-c3ccc(F)cc3)n2)n[nH]1
16%,O=C(Nc1ccc(Cl)cc1Cl)C1C2CC/C=C\CC/C=C/CCC21 (stereo not drawn)
6%,O=C(CCC(=O)c1ccc(F)cc1)Nc1ccc(Cl)cc1
-4%,Cc1sc2c(c1C)c(=O)n(-c1ccc(Cl)cc1)c(=O)n2CC(=O)c1ccccc1
?,COC(=O)[C@@H]1C[C@@H](NC(=O)c2cc(-c3ccc(C)o3)[nH]n2)CN1C
-16%,COc1ccc(OC)c(NC(=O)CSc2nc3scc(C)c3c(=O)[nH]2)c1
-19%,Cc1oc(-c2ccc(Cl)cc2)nc1CN1CCCC(C(=O)NCCc2ccc(Cl)cc2)C1 (stereo not drawn)
-13%,CC(C)c1noc(CCCC(=O)NC(C)c2cccs2)n1 (stereo not drawn)
-16%,Cc1ccc(C2(C(=O)N[C@@H]3COCC[C@@H]3OCc3ccccc3)CC2)cc1
-22%,CN1CCCN(C(=O)c2ccccc2)c2ccccc21
2%,Cc1ccc(S(=O)(=O)Cc2ccccc2F)cc1
-19%,CC(C)CN(CCCNC(=O)c1cc(=O)[nH]c2ccc(S(=O)(=O)N3CCCCCC3)cc12)CC(C)C
5%,COc1ccc(Nc2nnc(-c3cc4c(ccc5ccccc54)oc3=O)s2)cc1
-2%,CCOCCCNC(=O)CCC(=O)NNc1nc2ccccc2c2nc(-c3ccccc3)nn12
17%,CCn1c(=O)c(=O)n(CC)c2cc(N3CCCCC3)c(NC(=O)c3ccccc3OC)cc21
8%,Cc1nc2cc(NS(=O)(=O)c3ccc(F)cc3F)ccc2o1
-21%,COc1ccc(OCc2nc3ccccc3n2Cc2ccc(C(C)(C)C)cc2)cc1
14%,Cc1cccc(COC(=O)Cn2c(=O)c3c(ncn3CC(C)C)n(Cc3ccccc3)c2=O)c1
-1%,COc1ccc(Cl)cc1C(=O)N1[C@@H]2CC[C@H]1CC(NC(=O)c1ccncc1)C2 (stereo partly drawn)
6%,CCN(CC)CC(O)COc1ccc2c(c1)c(C(C)=O)c(C)n2CC (stereo not drawn)
-14%,Cc1ncsc1C1N(C2CCNCC2)C(=O)C12CCCC2 (stereo not drawn)
32µM*,COc1ccc(CN2CCNc3cc(Nc4ccccc4)ncc3C2)cn1
14%,COc1nc2ccc(C)cc2cc1-c1noc(-c2ccccc2)n1
0%,CC(C)N1CCC(Nc2nc(-c3cccnc3)nc3ccccc23)CC1
21%,Cc1cc(C)cc(C(=O)N(c2cc(C)cc(C)c2)C2C=CS(=O)(=O)C2)c1 (stereo not drawn)
?,S=c1[nH]nc(-c2ccc(Cl)cc2)n1/N=C/C=C/c1ccco1
3%,Cc1cc(-c2nc(-c3ccc4c(c3)OCO4)no2)n[nH]1
-9%,O=S(=O)(c1cccnc1)N1CCCCC1CCc1cccs1 (stereo not drawn)
9%[115 µM],O=C1NCc2ccccc2CC12CCN(Cc1ccc(Br)cc1)C2 (stereo not drawn)
16%,COc1ccc(-c2nc(C)c(CCNC(=O)C(=O)Nc3ccc(C)c(F)c3)s2)cc1OC
?,Cc1ccc(NC(=O)CN(C)C(=O)COc2cccc3ccc(C)nc23)cc1
-17%,O=C(CCn1ccn2nc3c(c2c1=O)CCCC3)Nc1ccc(Oc2ccccc2)cc1
?,O=[N+]([O-])c1ccccc1NC(=S)N/N=C/c1ccc(O)c(O)c1
11%,CCC(C)NC(=O)N1CC(Oc2ccc(-c3noc(C4CCOCC4)n3)cc2)C1 (stereo not drawn)
14%,CC(OC(=O)c1ccc2c(c1)NC(=O)CS2)C(=O)c1ccccc1 (stereo not drawn)
-20%,O=C(O)C(c1c[nH]c2cc(CO)ccc12)N1CCN(Cc2cccs2)CC1 (stereo not drawn)
-4%,COc1ccc(C)cc1NC(=O)C(=O)NCC1(c2ccccc2)CCCC1
-5%,CCN1CC(c2ccccc2)CC2(CCN(C(=O)c3ccc(C)nc3)CC2)C1 (stereo not drawn)
-23%,CCc1cccc(NC(=O)Cc2c[nH]c3ccccc23)c1
-5%[86.2 µM],Fc1ccc(-c2noc([C@@H]3CCCN3Cc3ccc(Cl)cc3)n2)nc1
14%,O=C(O)CSCc1cccc(Cl)c1
7%,Cc1noc(N)c1C(=O)OC(C)C(=O)NC1CCCCCC1 (stereo not drawn)
68%[activator][86.2 µM],COc1ccc(CNC(=O)C[C@@H]2C[C@H]3O[C@H](CN)[C@@H](O)[C@H]3O2)cc1
8%,O=C1CSC(=S)N1c1cccc(O)c1
?,COc1ccc2c(C)c(CCC(=O)Nc3cccc(C)c3C)c(=O)oc2c1
4%,COc1ccc(C(=O)Nc2ccc(S(=O)(=O)NCC3CCCO3)cc2)cc1 (stereo not drawn)
16%,O=C(Cc1ccc(N2CCNC2=O)cc1)N1CCC2(CC1)[C@H](O)C[C@@H]2O
-12%,COc1cc(/C=C/C(=O)C23CC4CC(CC(C4)C2)C3)cc(OC)c1OC
